Compound activity: PubChem BioAssay, Vanderbilt High Throughput Screening Facility
Cav32 inh – blocks human Cav3.2 T-type calcium channel | Cav3.2-expressing cells, Fluo-4 calcium fluorescence FDSS; stronger effect = lower value | 100,000 tested, 4% active | B-score at 10 µM | O95180;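 active = single-dose well whose peak fluorescence ratio is a statistical outlier from its plate by either plate-standardised score or position-corrected B-score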
Starred values were filed as active, the others as inactive. A portion of the library, so the mix of outcomes need not match the whole.

COCC(C)n1c(C)cc(C(=O)COC(=O)c2ccc3ncsc3c2)c1C (stereo unspecified)
  Cav32 inh: -1.1

O=C(NCc1nc2ccccc2[nH]1)C1=C[C@H](c2coc3ccccc3c2=O)C[C@H](OCCCCO)O1
  Cav32 inh: -0.014

CCN(CC)CCNC(=O)C(C)c1nn(CC)c(=O)c2ccccc12 (stereo unspecified)
  Cav32 inh: 0.039

Cc1cccc(OCC(O)Cn2c(NCc3cccnc3)nc3c2c(=O)[nH]c(=O)n3C)c1 (stereo unspecified)
  Cav32 inh: 0.97

COc1ccc(S(=O)(=O)N(C)C2CCS(=O)(=O)C2)cc1OC (stereo unspecified)
  Cav32 inh: 0.58

CC1(C)CC(=O)C(/C=N/n2cnc3ccccc3c2=O)=C(O)C1
  Cav32 inh: 0.49

Cc1cnc(NC(=O)CCCc2nc3ccccc3s2)s1
  Cav32 inh: -2.3

Cc1ccccc1C(=O)N1CCC(C(=O)Nc2ccc(S(=O)(=O)N3CCCC3)cc2)CC1
  Cav32 inh: -1.3

O=C(O)CCC(=O)Nc1ccccc1C(=O)NCc1ccco1
  Cav32 inh: -0.084

O=C(CCS(=O)(=O)c1cccc2nsnc12)N1CCN(C(=O)c2ccco2)CC1
  Cav32 inh: -0.2

Cc1cc(C)nc(SCc2nnc(SCC(=O)Nc3ccccc3C)n2Cc2ccco2)n1
  Cav32 inh: 1.3

CC(O)CNC(=O)c1ccc(-c2nn(C)c(=O)c3ccccc23)cc1 (stereo unspecified)
  Cav32 inh: 0.044

CC1CCCCN1C(=O)CSc1nnc(-c2ccco2)n1CC1CCCO1 (stereo unspecified)
  Cav32 inh: 0.18

CS(=O)(=O)N1CCN(c2ccccc2NC(=O)c2ccc(Cl)cc2)CC1
  Cav32 inh: -0.77

COc1cccc(C2C=C(c3cccs3)Nc3ncnn32)c1OC (stereo unspecified)
  Cav32 inh: -1.5

CCOC(=O)c1c(C)oc2ccc(O)c(CN(C)C)c12
  Cav32 inh: 0.64

CCCC(=O)c1ccc(N2CCN(C(=O)c3ccccc3)CC2)c(F)c1
  Cav32 inh: 0.28

C=CCn1c(SCn2nnc3ccccc3c2=O)nnc1-c1ccc(Br)cc1
  Cav32 inh: -1.5

Cc1ccc(SCc2cc(=O)[nH]c(N3CCOCC3)n2)cc1
  Cav32 inh: 0.53

Cn1c(=O)n(CC(=O)O)c(=O)c2c1nc1n2CCS1
  Cav32 inh: 0.19

COc1cc2c(cc1OC)C(C)N(C(=O)Cn1ncc3c1-c1cc(C)ccc1OC3)CC2 (stereo unspecified)
  Cav32 inh: 0.56

c1ccc(CN2CCN(CCN3CCn4c3nc3ccccc34)CC2)cc1
  Cav32 inh: 0.14

Cc1ccc(/C=N/N2CCN(Cc3ccccc3)CC2)s1
  Cav32 inh: 0.91

COc1c(C)cccc1C(=O)Nc1ccc(CN2CCOCC2)cc1
  Cav32 inh: 0.84

CCCCCn1c(SCCCC)nc2c1c(=O)[nH]c(=O)n2C
  Cav32 inh: -2.9

O=C(CN1CCN(c2ccccc2)CC1)N1N=CCC1c1ccccc1 (stereo unspecified)
  Cav32 inh: -0.12

COc1ccc(Nc2c(C)cccc2C)cc1
  Cav32 inh: -1.7

COc1ccc(C)cc1NC(=O)CSc1nnnn1Cc1ccccc1
  Cav32 inh: -3.6

COC(=O)C1C(O)=C(C=Nc2ccc(N)cc2)C(=O)CC1(C)C (stereo unspecified)
  Cav32 inh: -0.3

CC1(C)CC(NC(=O)CCc2ccccc2)CC(C)(C)N1
  Cav32 inh: 0.48

COc1cc2nc(-c3ccc(Br)o3)oc(=O)c2cc1OC
  Cav32 inh: 0.064

c1cnc(NC2CCCCCC2)nc1
  Cav32 inh: 0.52

Cc1ccc2c(c1)C(=O)C(=O)N2CC(=O)OC(C)C
  Cav32 inh: 0.73

COC(C[C@H]1O[C@@H]1C(=O)COCc1ccccc1)OC
  Cav32 inh: 0.27

O=C(c1cccs1)N1N=C(c2ccccc2)CC1c1ccccc1 (stereo unspecified)
  Cav32 inh: -1.2

CCN(Cc1ccccc1)C(c1ccccn1)c1nnnn1C1CCCCC1 (stereo unspecified)
  Cav32 inh: -4*

CCOC(=O)c1c(NC(=O)CSc2nnc(CNc3ccc(Cl)cc3)o2)sc(C)c1C
  Cav32 inh: -1.4

Cn1c(=O)oc2cc(S(=O)(=O)NCCC(=O)Nc3ccc4c(c3)OCCO4)ccc21
  Cav32 inh: -0.7

COc1cc2c(O)c3c(c(-c4ccc5c(c4)OCO5)c2cc1OC)C(=O)OC3
  Cav32 inh: -4.2*

CN(C)S(=O)(=O)Nc1ccc(Br)cc1F
  Cav32 inh: -0.7

CC/C=C/C(=O)N1CC2(CC(c3cccc(NC(=O)CCCCC)c3)=NO2)C[C@H]1C(N)=O (stereo partly specified)
  Cav32 inh: -2

Cc1ccc(S(=O)(=O)n2nc(-c3ccc(Cl)cc3)nc2NCc2ccco2)cc1
  Cav32 inh: -6.6*

Cc1cc(C(=O)Nc2nc3ccc(S(C)(=O)=O)cc3s2)c(C)o1
  Cav32 inh: -2.3

Cc1cc(C)c(S(C)(=O)=O)c(S(=O)(=O)c2ccc(Cl)cc2)n1
  Cav32 inh: 0.66

COc1cc(C2C3=C(CCCC3=O)Nc3[nH]n(-c4ccccc4)c(=O)c32)ccc1O (stereo unspecified)
  Cav32 inh: 0.28

O=C1C=C(N(CCO)CCO)C2(CCCCC2)O1
  Cav32 inh: -0.84

O=C(NC1CCCCC1)C(c1ccc2ncccc2c1)N(Cc1ccccc1)C(=O)c1cccs1 (stereo unspecified)
  Cav32 inh: -2.7

c1ccc(CCc2nc(-c3ccc(-n4cccc4)cc3)no2)cc1
  Cav32 inh: -0.58

CC1CCc2sc3nc(N4CCN(CCO)CC4)n4ncnc4c3c2C1 (stereo unspecified)
  Cav32 inh: 0.04

COC(=O)c1cc(C#N)c(NCc2ccccc2)nc1C
  Cav32 inh: 0.063

CCC(C)NC(=O)CSc1nnc(-c2cc(-c3cccs3)nc3ccccc23)o1 (stereo unspecified)
  Cav32 inh: -0.052

Cc1ccc(C(=O)NCCc2csc(C)n2)cc1
  Cav32 inh: 0.32

CC(c1ccccc1)C1CC(=O)N(CC(=O)O)C1=O (stereo unspecified)
  Cav32 inh: -0.76

Nc1nc2n[nH]nc2c(=O)[nH]1
  Cav32 inh: -2.5

CC(C)COn1c(=S)[nH]c2ccccc2c1=O
  Cav32 inh: 0.56

COc1ccc(NC(=O)C(c2ccc(C)cc2)N(C)C(=O)CNC(C)=O)cc1 (stereo unspecified)
  Cav32 inh: 0.0068

COc1ccc(CCN(C)CCN2C(=O)c3ccccc3C2=O)cc1OC
  Cav32 inh: -0.0032

CCCn1cnc2c(N)c(C)c(C)cc21
  Cav32 inh: 0.4

O=C1CC(c2ccc(S(=O)(=O)N3CCN(c4ccccc4)CC3)cc2)CN1 (stereo unspecified)
  Cav32 inh: -0.94

O=C1CC(c2ccccc2)CN1S(=O)(=O)c1ccccc1 (stereo unspecified)
  Cav32 inh: 0.067

COCCNC(=O)c1c(N)n(CCCn2ccnc2)c2nc3ccccc3nc12
  Cav32 inh: 1.8

O=C(Cn1ncc2c(=O)oc3ccccc3c21)NCCC1=CCCCC1
  Cav32 inh: 1.3

O=C(O)C1C2C=CC3(CN(Cc4ccccn4)C(=O)C13)O2 (stereo unspecified)
  Cav32 inh: 0.21

CSCCC(NC(N)=O)C(=O)NCc1cccc(Cl)c1 (stereo unspecified)
  Cav32 inh: -0.068

CCOc1cc(-c2noc(CCCC(N)=O)n2)cc(Br)c1OC
  Cav32 inh: 0.88

O=C(C1=C(O)C(=O)N(CCCN2CCOCC2)C1c1ccccn1)c1cc2ccccc2o1 (stereo unspecified)
  Cav32 inh: -0.73

CCOC(=O)C1CCCN(Cc2nc(N)nc(Nc3ccccc3OC)n2)C1 (stereo unspecified)
  Cav32 inh: 0.14

Clc1ccc(OCc2nc(-c3ccncc3)no2)cc1
  Cav32 inh: 0.22

O=C(c1cc(Br)c(Br)s1)N1CCN(C/C=C/c2ccccc2)CC1
  Cav32 inh: -3.4

CCCN(CCC)C(=O)c1ccc2c(c1)OCO2
  Cav32 inh: 0.39

CCOC(=O)c1ccccc1NC(=O)/C=C/c1cc(OC)c(OC)c(OC)c1
  Cav32 inh: -1.5

CCC(C)C(=O)N1c2ccccc2C(=C2SC(C(=O)OC)=C(C(=O)OC)S2)C(=S)C1(C)C (stereo unspecified)
  Cav32 inh: -2

CCOC(=O)Cc1csc(SCC(=O)/C(C#N)=C(\C)N)n1
  Cav32 inh: 0.032

COC(=O)COC(=O)c1ccc(O)cc1
  Cav32 inh: 0.52

CCCCn1c(NCc2ccccn2)nc2ccccc21
  Cav32 inh: 0.13

Structures shown so far that have fluorine:
CCCC(=O)c1ccc(N2CCN(C(=O)c3ccccc3)CC2)c(F)c1
  Cav32 inh: 0.28

CN(C)S(=O)(=O)Nc1ccc(Br)cc1F
  Cav32 inh: -0.7

The main list resumes; the two compounds before the break are reprinted first.
mol	Cav32 inh
COC(=O)COC(=O)c1ccc(O)cc1	0.52
CCCCn1c(NCc2ccccn2)nc2ccccc21	0.13
CCn1c(=O)n(CC(=O)N2CC(C)CC(C)C2)c(=O)c2ccccc21 (stereo unspecified)	0.98
COC(=O)Cn1c(=NC(=O)CSC(C)=O)sc2ccccc21	-6.2*
CC(=O)c1cnc2cc(-c3ccc(C)cc3)nn2c1C	-1.1
N#CC1=C2SCC(O)(c3ccccc3)N2C(=O)CC1c1cccs1 (stereo unspecified)	-2
Cc1cc(C(=O)OCC(=O)N2CCOCC2)c2ccccc2n1	0.74
Cc1ccc(C)c(NC(=O)C2CC(Cl)=CCC2C(=O)O)c1 (stereo unspecified)	-0.13
O=C(CSc1nnc(CN2CCOCC2)n1-c1ccc(Cl)cc1)Nc1cc(Cl)ccc1O	-1.3
Cc1ccc2oc(C(=O)Nc3nnc(C)s3)c(C)c2c1	-0.78
CCN1C(=O)c2cccc3cccc1c23	0.85
COc1cccc(CN(CC2CCCO2)S(=O)(=O)c2ccc(S(=O)(=O)N(C)C)cc2)c1 (stereo unspecified)	0.14
CCOc1cc(C2CC(=O)NC3=C2C(=O)C(C(=O)OC)C(C)C3)cc(Br)c1O (stereo unspecified)	0.21
CCCCCCCCCCCCN1[C@@H](CC(=O)OC)c2cc(C(F)(F)F)ccc2S1(=O)=O	-0.18
COc1cccc(CNC(=O)C2CCCN(c3nn4c(=O)cc(C)nc4s3)C2)c1 (stereo unspecified)	0.48
COC(=O)[C@@H]1C[C@H]2CC[C@H](O)C[C@H]2N1Cc1ccc(N2CCN(C)CC2)cc1	-0.018
C=CCN1CCN(C(c2ccccc2)c2nnnn2CCC(C)C)CC1 (stereo unspecified)	0.49
COc1ccc(-c2[nH]c(-c3ccc(C(=O)O)cc3)nc2-c2ccccc2)cc1	1.4
CN(C)C(=O)c1ccccc1-c1ccccc1	-0.04
O=C(Nc1cccnc1)C1(c2ccccc2)CCCC1	-0.26
CCn1c(SCc2nc3ccccc3[nH]2)nnc1-c1ccc(OC)cc1	0.029
CC(=O)/C=C(\C)NCCNc1c(F)c(F)c(CO)c(F)c1F	0.26
COc1ccc(NC(=O)C(=O)N/N=C/c2cccnc2)c(OC)c1	-0.045
CSc1nc(N)nc(SCC(=O)CC(=O)OC(C)C)c1C#N	-0.098
CC(C)N(C(=O)CN1C(=O)NC2(CCCCCC2)C1=O)C(C)C	0.47
CSC(=NC1CCCCC1)NS(=O)(=O)c1ccccc1	-0.013
COCCNC(=O)Cn1cc(C(=O)c2cccs2)c2ccccc21	0.17
Cc1ccc(S(=O)(=O)N[C@@H](CC(C)C)C(=O)NCc2ccco2)cc1	-0.13
CCn1c(=O)cc(OCC(=O)N2CCN(c3cccc(C(F)(F)F)c3)CC2)c2ccccc21	-4.1
O=C(CCCc1nc(-c2ccccc2Cl)no1)NCc1cccnc1	0.31
COc1ccc(CSc2nnc(C)n2N)cc1Br	0.003
N#Cc1c2c(c(Nc3ccccc3)n3c1nc1ccccc13)CCC2	-0.47
CCCCCOc1ccc(CSc2ncn[nH]2)cc1	-1.2
Brc1cnc(N2CCCCC2)nc1N1CCOCC1	-0.21
CC(C)C(C(=O)Nc1nccs1)c1ccccc1 (stereo unspecified)	-4.6
C=CCC1(C(=O)N(C)Cc2ccccc2)CCN(C(=O)OC(C)(C)C)CC1	-0.12
CCn1c(=N)n(CC(=O)c2cccc(OC)c2)c2ccccc21	-1.7
CCCCc1nnc(NC(=O)C(C)Sc2nc(N)cc(=O)[nH]2)s1 (stereo unspecified)	0.93
CCCN(CCO)Cc1ccc2ccccc2c1	0.33
CCCC(=O)C1C(=O)CC(C)(C)C(c2cc(C)no2)C1=O (stereo unspecified)	1
O=C(NC1CCCCC1)c1cccs1	-0.2
COC(=O)c1ccccc1NC(=O)COc1ccccc1	-1.4
COc1ccc(CC(=O)N2CCN(c3ccccn3)CC2)cc1	0.63
CCCCN(CC)Cc1ccc(CNC(=O)Nc2ccc(OC)cc2OC)o1	0.38
CCCCCOC(=O)c1ccccc1C(=O)O	-0.031
Fc1ccc(CSc2nncn2NC/C=C/c2ccccc2)cc1	-2.7
N#Cc1cc(N)ccc1Sc1ccccc1	-0.51
COc1ccc(N2CCN(C(=O)CN(c3cccc(Br)c3)S(C)(=O)=O)CC2)cc1	-0.36
CCCc1cc(C(F)(F)F)c(C#N)c(=O)[nH]1	0.32
Oc1cccc2cc3cccc(O)c3c(O)c12	-0.38
CCn1c(CCC(=O)Nc2cc(F)ccc2C)nc2cc(S(=O)(=O)N(C)C)ccc21	1.6
CCCc1ccc(S(=O)(=O)NCCc2ccncc2)cc1	-2.1
COc1ccc(/C=N/n2cnc3c([nH]c4ccc(Br)cc43)c2=O)cc1CN1CCOCC1	0.77
COc1ccc(C(=O)Nc2ncc3c(n2)CC(c2ccco2)CC3=O)cc1 (stereo unspecified)	1
CCOC(=O)N1CCN(CC(O)COc2ccccc2C(C)CC)CC1 (stereo unspecified)	-0.12
CC(C)c1ccc2oc(-c3ccc(NC(=O)c4ncn[nH]4)cc3)nc2c1	0.13

Six compounds picked at random from those above, as already listed:
mol	Cav32 inh
COC(=O)c1ccccc1NC(=O)COc1ccccc1	-1.4
CCOC(=O)N1CCN(CC(O)COc2ccccc2C(C)CC)CC1 (stereo unspecified)	-0.12
O=C(NC1CCCCC1)c1cccs1	-0.2
COc1ccc(N2CCN(C(=O)CN(c3cccc(Br)c3)S(C)(=O)=O)CC2)cc1	-0.36
N#Cc1cc(N)ccc1Sc1ccccc1	-0.51
CCCCCOC(=O)c1ccccc1C(=O)O	-0.031
